# Assay outcomes from PubChem.
# Polio RdRp inh = inhibitors of poliovirus RNA polymerase binding and polymerization | P03300 | poliovirus polymerase elongation, fluorescence polarization; hits give low values | % elongation, % (compound at 16.7 µg/mL) | hit rate 0.66% among 150,000; in the data active = % elongation below about 90%; also: some results filed as inactive read as strong as hits
# Target sequence (P03300 1749-2209 limits assumed): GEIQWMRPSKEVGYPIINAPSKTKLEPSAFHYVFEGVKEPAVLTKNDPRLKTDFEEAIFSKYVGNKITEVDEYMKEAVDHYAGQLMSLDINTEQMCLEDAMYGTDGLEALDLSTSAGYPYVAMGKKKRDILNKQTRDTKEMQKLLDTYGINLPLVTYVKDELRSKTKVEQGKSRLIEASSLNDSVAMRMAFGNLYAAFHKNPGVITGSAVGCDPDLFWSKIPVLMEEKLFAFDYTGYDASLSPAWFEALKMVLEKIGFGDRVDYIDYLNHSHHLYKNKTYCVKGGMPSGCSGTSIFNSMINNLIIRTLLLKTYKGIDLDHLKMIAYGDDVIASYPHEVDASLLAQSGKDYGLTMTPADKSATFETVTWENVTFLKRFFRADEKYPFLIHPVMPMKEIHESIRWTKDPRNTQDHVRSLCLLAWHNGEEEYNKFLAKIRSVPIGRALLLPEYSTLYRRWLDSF
# Polio RdRp inh FP z-score = recorded beside Polio RdRp inh, whose call it bears; z-score; measured here: FP z-score; hits read low
# Active calls of the source: *; & = joins results of further samples. These rows are one share of the data; rates above refer to the full screens.
compound	Polio RdRp inh	Polio RdRp inh FP z-score
COC(=O)C(C)Nc1ncnc2onc(C)c12 (stereo not given)	103	0.2
CC(=O)N1c2ccccc2C2=NNC(=S)NC21O (stereo not given)	104	0.2
CN(Cc1ccccc1)C(=O)CSc1nc2ccccc2n1Cc1ccccc1F	105	-0.1
CN(C)c1ccc(CNc2nc(-c3ccco3)nn2C(=O)c2cccc([N+](=O)[O-])c2)cc1	101	-1.4
CN1CCCN(C(=O)c2sc3ccccc3c2Cl)CC1	102	0.2
Cc1nnsc1C(=O)N1CCC(C(F)(F)F)CC1	100	-0.4
COc1ccc(-c2noc(N3CCC(C(=O)Nc4cccc(OC)c4)CC3)n2)cc1	102	-0.6
O=C(Cc1cc(=O)[nH][nH]1)N/N=C/c1cccc(Cl)c1Cl	101	-0.3
CCOC(=O)c1oc2c(c1C)-c1nn(Cc3cccc(Cl)c3)cc1CC2	108	0.4
C=C(C)c1cccc(C(C)(C)NC(=O)Nc2ccc(OC)nc2)c1	86	-1.7
CCOC(=O)Cn1c(=O)n(CC2CCCO2)c2nc(-c3ccc(C(C)C)cc3)nc(C(N)=O)c21 (stereo not given)	105	-0.4
COc1ccc(/C=C/C(=O)O)cc1S(=O)(=O)N(C)CCO	103	0.5
Cc1ccc(-c2nc3ccccc3[nH]2)cc1NC(=O)COc1ccccc1[N+](=O)[O-]	104	-0.4
CC1CC(C)CN(c2nc3c(c(=O)[nH]c(=O)n3C)n2Cc2ccccc2F)C1 (stereo not given)	100	0
CC(C)Cc1nn2c(=O)cc(COC(=O)c3ccc(NC(=O)C4CCCCC4)cc3)nc2s1	98	-2.1
Cc1onc(-c2ccccc2)c1C(=O)NNc1ccccc1C(F)(F)F	103	0.6
C/C(=N/NC(=S)Nc1ccccc1)c1ccc2c(c1)OCO2	101	0.3
CC(C)(C)c1cc(SCCC#N)cc(C(C)(C)C)c1O	105	0.6
CCOc1ccc(-c2nnc(SCC(=O)NCc3ccccc3)o2)cc1	116	1.8
CC1CCCCN1CCCNC(=O)CN1C(=O)c2cccnc2Oc2ccc(Cl)cc21 (stereo not given)	105	-0.2
CCOc1ccc(C2=NC3(CCN(C(C)C)CC3)NC(c3cc(Cl)ccc3O)C2)cc1 (stereo not given)	106	1.6
FC(F)(F)c1ccc(Cl)nc1Cl	100	-0.1
CC(C)CCN(C)C1CCN(C(=O)Nc2ccc(Cl)c(Cl)c2)CC1	101	-0.6
CN(Cc1ccccc1)C1(O)C(=O)Nc2ccc(Br)cc21 (stereo not given)	101	-0.3
Cc1cc2cc3c(cc2nc1SCC(=O)OC(C)C)OCO3	103	0.4
Cc1cccc(NC(=O)CC2CC3CCC2C3)c1 (stereo not given)	101	-0.4
Cc1ccc(NC(=O)Cn2cnc3onc(C)c3c2=O)cc1C	101	-0.2
COc1cccc2cc(-c3cc(=O)oc4ccc(OC(=O)N5CCOCC5)cc34)oc12	102	-0.2
COc1ccc(N2CCN(C(=O)CSCc3nc(-c4ccccc4Cl)oc3C)CC2)cc1	107	0.2
Cc1ccc2c(c1)N(CC(=O)NCCCN1CCCCC1)C(=O)c1cccnc1O2	108	0.5

# Exported with values under each structure: entries from further up.
# Order of results: Polio RdRp inh	Polio RdRp inh FP z-score
- CC(C)CCN(C)C1CCN(C(=O)Nc2ccc(Cl)c(Cl)c2)CC1
 : 101	-0.6
- CN(Cc1ccccc1)C1(O)C(=O)Nc2ccc(Br)cc21 (stereo not given)
 : 101	-0.3
- Cc1cc2cc3c(cc2nc1SCC(=O)OC(C)C)OCO3
 : 103	0.4
- Cc1cccc(NC(=O)CC2CC3CCC2C3)c1 (stereo not given)
 : 101	-0.4
- Cc1ccc(NC(=O)Cn2cnc3onc(C)c3c2=O)cc1C
 : 101	-0.2
- COc1cccc2cc(-c3cc(=O)oc4ccc(OC(=O)N5CCOCC5)cc34)oc12
 : 102	-0.2
- COc1ccc(N2CCN(C(=O)CSCc3nc(-c4ccccc4Cl)oc3C)CC2)cc1
 : 107	0.2

# Carrying on:
compound	Polio RdRp inh	Polio RdRp inh FP z-score
CCc1ccc(C(=O)CC2(O)C(=O)N(C(C)C)c3ccccc32)cc1 (stereo not given)	96	-1
COc1ccc(-c2noc(-c3ccc(N4CCN(c5ccc(OC)cc5)CC4)c([N+](=O)[O-])c3)n2)cc1	107	-0.1
O=c1cc(CSc2nc3c(sc(=S)n3Cc3ccco3)c(=O)n2-c2ccccc2)c2ccc(O)cc2o1	102	0.6
CCc1ccc(-c2cc3c(=O)n(CC(=O)NC(C)CCc4ccccc4)nc(C)n3n2)cc1 (stereo not given)	103	0
O=C(CSc1nc(-c2ccccc2)no1)N1CCN(c2ccc(F)cc2)CC1	111	0.9
CCOC(=O)Cn1nc(-c2ccccc2)c2cnc3ccc(CC)cc3c21	102	0
CCOc1ccc(S(=O)(=O)c2c(C(=O)c3ccc(C)c(C)c3)cnc3ccc(F)cc23)cc1	103	0.3
CCCNS(=O)(=O)c1cc(Br)cc2c1N(C(=O)CC)CC2	103	0.4
CCc1ccc(NC(=O)C2CCCN2S(=O)(=O)c2ccc3nc(-c4ccccc4)[nH]c3c2)cc1 (stereo not given)	107	-0.1
O=S(=O)(c1cccc(-c2nnco2)c1)N1CCCC1	97	-0.7
Cc1cccc(CSc2nc3c(c(=O)[nH]2)CCC3)c1	106	0.1
CCn1nc(C)c(NC(=S)Nc2ccc(OC)c(OC)c2)c1C	97	-0.9
CCOC(=O)c1sc(NC(=O)c2cc3nc(-c4ccc(Br)cc4)cc(C(F)(F)F)n3n2)c(C(=O)OCC)c1C	106	0
O=c1cc(CN2CCN(c3ccc(F)cc3)CC2)occ1OCC1OCCO1	102	-0.3
CCCc1nc2ccccc2n1CC(=O)c1ccc(F)cc1	103	0.3
Cn1c(Nc2ccc(Cl)cc2)cc(=O)n(C)c1=O	104	-0.1
O=c1[nH]nc(SCc2cscn2)n1CCc1ccccc1	105	0.4
Cc1ccccc1NC(=O)c1c(C)oc2ccc(O)c(CN3CCOCC3)c12	102	-1.3
O=C1CN(S(=O)(=O)c2ccc3c(c2)Cc2ccccc2-3)CC(=O)N1	102	0.9
Cc1nnc2sc(-c3ccc(NC(=S)NC(=O)c4cccs4)cc3)nn12	100	0.1
CCOC(=O)c1ccc(NC(=O)c2cc3cc(C)ccc3n2C)cc1	108	0.2
Cc1ccc(CSc2nc3ccncc3n2Cc2nc(-c3ccccc3C)oc2C)cc1	107	0
N#Cc1sc2nc(-c3ccccc3)cc(C(F)(F)F)c2c1N	103	0.2
CCCn1c(CSc2ncccn2)nc2cc(S(=O)(=O)N3CCOCC3)ccc21	104	0.2
CC(C)C(=O)Nc1ccc(-c2nc3ccccc3c(=O)[nH]2)cc1	101	0.1
CCc1ccc(CNC(=O)CCC(=O)N2Cc3cccc(OC)c3Oc3ncccc32)cc1	112	0.8
N#Cc1ccc(COC(=O)CN2C(=O)CSc3ccccc32)cc1	106	0.3
CSc1ccc(CCNC(=O)c2c(C)nn(-c3ccc(F)cc3)c2-n2cccc2)cc1	112	1.1
CC(C)(C)C1CCC2(CC1)C(C#N)=C(SCC(=O)NC1CCCCC1)NC(=O)C2C#N (stereo not given)	104	0.9
CN1C(=O)c2cccc(NC(=O)c3ccccc3)c2C1=O	104	0.8
CCc1nnc(/N=C/c2cc(-c3ccccc3)oc2O)s1	106	0.8
O=C(Cn1cnnn1)Nc1cc(C(F)(F)F)ccc1NC1CCCCC1	100	-0.3
Cc1c(-c2nnc(SCC(=O)Nc3ccccc3F)o2)nnn1-c1ccc(F)cc1	149	9.5
Cc1nc(-c2ccc(S(=O)(=O)Nc3ccc(C)c(N(C)C)c3)cc2)co1	108	0.1
CCn1c(=N)c(C(=O)OC)cc2c(=O)n3cc(C)ccc3nc21	103	0.1
O=C(CCc1n[nH]c(=S)[nH]c1=O)NCCc1ccc(Cl)cc1Cl	97	-0.3
COc1ccc(CNC(=O)CCc2c(C)c3cc4c(C)coc4cc3oc2=O)cc1	102	-1
CC(=O)Oc1ccc(C(=O)N(C(=O)c2ccc(OC(C)=O)cc2)c2cc(C)ccn2)cc1	100	-0.2
O=C(c1cc2ccccc2o1)N1CCCC1	107	2.6
Cc1ccc(N2CN=c3s/c(=C4\C(=O)N(C)c5ccccc54)c(=O)n3C2)cc1	103	0.3
O=C(NCc1ccco1)NC1CCCN1S(=O)(=O)c1ccc(Cl)cc1 (stereo not given)	103	0.3
COc1cc(Cl)c(C)cc1NC(=O)Cn1ncc2c3ccccc3n(Cc3ccccc3)c2c1=O	107	-0.2
CN(C)S(=O)(=O)c1ccc(C(=O)OCC(=O)Nc2ccccc2)cc1	100	-0.4
CCOC(=O)c1cccc(NC(=O)N2CCSc3ccccc32)c1	100	-0.4
Cc1ccc(C)n1-c1ccc(C(=O)OCC(=O)N2CCCC2)cc1	100	0.4
COc1cc(OC)cc(C(=O)n2nc(C)cc2C)c1	102	0
CCOC(=O)c1cc(-c2ccccc2)n(CC(=O)O)c1C	102	0.3
CN1CCCc2cc(CN)ccc21	84	-3.6
CC(C)C(=O)N1N=C2CCCCC2C1(O)C(F)(F)F (stereo not given)	105	0.6
C/C(=N\O)C(=O)c1ccc(-c2ccccc2F)cc1	101	-0.3

# New compounds follow.
compound	Polio RdRp inh	Polio RdRp inh FP z-score
Cc1c(C(=O)O)nnn1-c1ccccc1	101	-0.2
COc1ccc(-n2ccnc2SCC(=O)Nc2nnc(C)s2)cc1	106	-0.2
O=C1NC2(CCCCC2)C(=O)N1CN1CCCC1c1ccc2c(c1)OCCCO2 (stereo not given)	102	0
CCn1c(-c2ccc3c(c2)OCCO3)cnc1SCc1nc(-c2ccccc2)no1	106	0.5
CCCCn1c(SCC)nc2cc(S(N)(=O)=O)ccc21	90	-1.5
O=C(N=C1N=C2C=CC=CN2Cc2ccccc21)c1ccncc1	96	-0.3
CCCCC(=O)Nc1cccc(-c2nc3ncccc3o2)c1C	107	0.4
c1ccc(Nc2nc3c(ccc4ccccc43)s2)cc1	83*	-2*
CC1CCN(C(=O)CCCOc2ccc(Cl)cc2)CC1	101	0
CC(NS(=O)(=O)/C=C/c1ccccc1)C(=O)O (stereo not given)	105	0.3
COc1ccc(CNc2ccc(C)c(C)c2)cc1OC	103	-0.1
CCNc1nc(-c2ccc(NC(=O)CC)cc2)cs1	122	3
COc1ccc(-c2cc3nc(C)c(CCC(=O)NC(C)CCc4ccco4)c(C)n3n2)c(OC)c1 (stereo not given)	100	-0.3
Cc1cc(C(=O)Nc2sc3c(c2C(N)=O)CCCC3)on1	93	-2
Cc1cc(NC(=O)/C=C/c2ccco2)n(-c2nc3ccccc3n2Cc2cccc(Oc3ccccc3)c2)n1	109	0.6
Cc1cc(C2CCCCC2)n(O)c(=O)c1	102&101	0.3&0.2
Cc1ccc(C(=O)Nc2ccccn2)cc1	98	-0.5
CCCOc1ccc(C(=O)Nc2cc(-c3nc4cc(C)cc(C)c4o3)ccc2C)cc1	99	-0.6
COc1ccccc1CNC(=O)c1cc2cc3ccc(Cl)cc3nc2o1	106	-0.7
O=C(Cn1ncc2c3ccccc3n(Cc3ccc(Cl)cc3)c2c1=O)NCCCc1ccccc1	138	3.3
Cc1noc(C)c1COC(=O)c1cccc(S(=O)(=O)N(C)C2CCCCC2)c1	105	0.3
CC(C)c1nn2c(=O)cc(COC(=O)c3ccccc3NC(=O)c3cccs3)nc2s1	111	1.3
CC1C=CCC2C(=O)N(c3cccc(C(=O)O)c3)C(=O)C12 (stereo not given)	99	-0.1
CCOC(=O)c1cc(-c2ccc(S(=O)(=O)N(C)CC3COc4ccccc4O3)s2)on1 (stereo not given)	100	-0.5
COc1cccc(-c2cc(C(=O)NC3CCCC3)on2)c1	107	2.8
O=C(CN1C(=O)/C(=C\c2ccccc2)Oc2ccccc21)NC1CCCCC1	101	-0.6
COc1ccc(N2CCN(C(=O)c3csc4c3CCCCC4)CC2)cc1	102	0.1
Cn1c(SCC(=O)NCc2ccc(Cl)cc2)nnc1-c1ccc(Cl)cc1	102	0
COc1cc(Cl)c(NC(=O)CN(C)S(=O)(=O)c2ccc3c(c2)CCCC(=O)N3)c(OC)c1	113	1
CC(C)c1ccc(OCC(=O)N(Cc2ccc(N(C)C)cc2)C2CCS(=O)(=O)C2)cc1 (stereo not given)	104	-0.2
CC(C)N(Cc1ccccc1)c1ncnc2c1nnn2C	105	-0.5
COCCN1CSC(=S)N(Cc2ccco2)C1	102	0.4
CC(/C=C1\SC(=S)N(CCC(=O)N2CCN(C)CC2)C1=O)=C\c1ccccc1	103	0.4
Nc1cc(C(F)(F)F)ccc1Oc1ccc(Br)cc1	103	0.3
COc1ccccc1-c1nnc(C2CCN(C(=O)c3ccccc3C)CC2)o1	106	0.2
Cc1c(C2=CCN(S(=O)(=O)Cc3ccccc3)CC2)c2ccccc2n1CC(=O)N1CCCC1	101	0.3
O=C(Nc1nnc(SCc2cc(=O)n3cc(Cl)ccc3n2)s1)c1cccc(F)c1	108	0.5
O=C1NN=C2CC34CCC12CC3=NNC4=O	105	0.4
N#CC1=C(N)n2c(nc3ccccc32)NC1c1ccc(Cl)cc1 (stereo not given)	99	-1.2
O=C(O)/C=C/C(=O)NC1CCN(c2nccc(C(F)(F)F)n2)CC1	106	0.2
OCC(O)CN1CCc2ccccc21 (stereo not given)	101	-0.2
CCC1CN(C(=O)N2CCC(C(=O)NCc3ccccc3F)CC2)c2ccccc2O1 (stereo not given)	114	1.2
Nc1ncnc(N2CCc3ccccc32)n1	101	-0.3
CCOc1ccc(-c2nc(COC(=O)c3cccc(-n4cnnn4)c3)cs2)cc1OC	105	0.3
Cc1oc(-c2ccc(Cl)cc2)nc1CN1CCCC(C(=O)NCc2ccccc2)C1 (stereo not given)	108	0.4
CCN(Cc1ccccc1)C(=O)c1cccc(C#N)c1	103	0
Cc1cccc(-n2ncc3c(N4CCN(c5ccccc5)CC4)ncnc32)c1	103	0.1
